# hERG WT inh – inhibitors of human wildtype KCNH2 potassium channel. actives 0.37% (n = 340,000). activity change, % at 1.84 µM. Q12809. U2OS, BacMam KCNH2, thallium flux FluxOr; stronger effect = lower value;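 active = maximum activity change below -70%; inconclusive = maximum activity change between -70% and -50%; inactive = maximum activity change above -50%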
# Target sequence (Q12809 whole entry, looked up): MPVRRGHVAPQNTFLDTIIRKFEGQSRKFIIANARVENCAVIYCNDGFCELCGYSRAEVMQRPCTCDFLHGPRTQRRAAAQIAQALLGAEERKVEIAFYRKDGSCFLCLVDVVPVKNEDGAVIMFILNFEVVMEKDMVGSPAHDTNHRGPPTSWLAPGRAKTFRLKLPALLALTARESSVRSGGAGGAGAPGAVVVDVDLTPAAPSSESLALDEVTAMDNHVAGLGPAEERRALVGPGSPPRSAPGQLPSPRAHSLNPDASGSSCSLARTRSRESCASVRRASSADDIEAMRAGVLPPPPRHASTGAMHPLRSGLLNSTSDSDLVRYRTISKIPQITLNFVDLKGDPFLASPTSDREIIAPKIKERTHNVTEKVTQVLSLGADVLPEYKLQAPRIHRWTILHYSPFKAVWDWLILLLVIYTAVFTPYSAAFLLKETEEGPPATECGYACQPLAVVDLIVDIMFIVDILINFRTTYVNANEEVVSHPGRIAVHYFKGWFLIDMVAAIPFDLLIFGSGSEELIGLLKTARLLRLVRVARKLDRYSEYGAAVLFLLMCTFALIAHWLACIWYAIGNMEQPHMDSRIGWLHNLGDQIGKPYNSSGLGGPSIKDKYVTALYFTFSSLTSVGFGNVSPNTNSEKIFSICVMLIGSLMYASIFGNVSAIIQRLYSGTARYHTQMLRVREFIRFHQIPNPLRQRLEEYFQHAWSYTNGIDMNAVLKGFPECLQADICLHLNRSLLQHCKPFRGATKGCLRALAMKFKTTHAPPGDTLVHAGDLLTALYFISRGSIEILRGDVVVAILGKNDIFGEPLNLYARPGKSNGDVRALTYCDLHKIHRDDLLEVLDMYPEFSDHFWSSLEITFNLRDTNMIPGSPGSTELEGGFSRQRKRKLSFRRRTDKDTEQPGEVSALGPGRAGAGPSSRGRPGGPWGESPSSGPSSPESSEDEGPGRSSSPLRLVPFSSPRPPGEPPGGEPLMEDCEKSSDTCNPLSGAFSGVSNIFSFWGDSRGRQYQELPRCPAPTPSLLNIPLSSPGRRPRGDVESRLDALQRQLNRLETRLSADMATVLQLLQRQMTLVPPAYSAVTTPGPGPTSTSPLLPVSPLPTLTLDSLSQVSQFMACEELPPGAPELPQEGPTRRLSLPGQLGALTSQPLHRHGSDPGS
#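 U2OS cells transduced with wild-type KCNH2 virus are loaded with FluxOr dye for 45 min, and thallium flux is measured in kinetic reads before and after stimulation buffer. Rate constants are normalized to DMSO controls.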
# uPA generation – inhibitors of cell surface uPA generation; actives 0.31% (n = 330,000); cell surface uPA generation assay, qHTS; AID 540303; Potency, µM (titrated, usually from 38.3 µM), for inactives: at the top dose activity change, negative = inhibition, hits mostly inhibitors; active = well fitted inhibition curve with a large enough effect; inconclusive = small, poorly fitted or top-dose-only effect; inactive = no such curve, though single readings can be large or run the other way; tested in mouse RAW 264.7 cells; note: potency is the fitted concentration of half-maximal effect; nearly all actives have a fitted effect of over 55% in size
# KCNH2 3.1 block – blocks the human KCNH2 3.1 channel isoform; U2OS KCNH2 3.1, thallium flux FluxOr; stronger effect = lower value; actives 0.95% (n = 340,000); activity change, % (tested at about 1.8 µM);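 active = maximum activity change below -70%; inconclusive = maximum activity change from -70% to -50%; inactive = maximum activity change above -50%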;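 note: thallium influx rate constant from kinetic fluorescence after stimulation buffer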
#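 Normalized rate constant (relative to positive and negative DMSO controls) derived from a 2 min kinetic fluorescence read after stimulation; U2OS cells expressing the 3.1 isoform via virus at 1.77 x 10^8 /mL.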
# USP2a block – blocks human ubiquitin-specific protease USP2a. USP2 core, Ub-CHOP2 coupled fluorogenic reporter, 485/531. AID 463254. Potency, µM (doses to about 38.3 µM), for the others: top-dose activity change, negative = inhibition, hits mostly inhibitors. actives 0.01% (n = 330,000). O75604;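 note: potency is the fitted concentration of half-maximal effect; plate controls were DMSO wells for no effect and full inhibition by NEM control for full effect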
#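 Deubiquitinase activity read as fluorescence (485/531 nm) after Ub-CHOP2 cleavage activates the enterokinase reporter on its substrate; USP2 core 10nM, Ub-CHOP2 and substrate 25nM each, 30min compound preincubation then 60min RT; data normalized to NEM, curves fitted.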
# GALK inh – galactokinase (human) inhibition. Purified GALK, Kinase-Glo residual ATP luminescence. Potency, µM (doses to about 57.5 µM), for the others: at the highest dose activity change, negative = inhibition, usual class: inhibitors. actives 0.007% (n = 270,000); note: potency is the fitted concentration of half-maximal effect
#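 Galactose (100 uM) and ATP (35 uM) were turned over by 5 nM GALK for 1 h at RT. Kinase-Glo Plus then converted the remaining ATP into a luminescent signal.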
# Eya2 phos inh – blocks the phosphatase activity of human Eya2. actives 0.006% (n = 330,000). O00167. Potency, µM (top dose mostly 76.9 µM), for the others: at the top dose activity, negative = inhibition, hits mostly inhibitors. recombinant Eya2, OMFP fluorescence dephosphorylation (OMFP is methylfluorescein phosphate); note: potency is the fitted concentration of half-maximal effect
#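 Eya2 protein (added as 0.2 uM solution) was preincubated with compound for 10 min at ambient temperature in 50 mM HEPES pH 7.5, 50 mM NaCl, 5 uM MgCl2, 0.05% BSA, 1 mM DTT. OMFP (added at 50 uM) then reacted 10 min; fluorescence read at 485/525 nm.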
# FBPA coupling cs – counter-screen for Giardia aldolase inhibitors: coupling enzyme system | coupling enzyme system counterscreen, AmpLite Red fluorescence | activity change, negative = inhibition, % at 58.2 µM, hits read low | actives 0.67% (n = 290,000); in the data active = activity change below about -30%
#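 Fluorescence at 525 nm excitation and 598 nm emission measured inhibition of the coupled detection system without aldolase. Compounds (at 57.5 uM final) were preincubated 10 min at room temperature with coupling enzyme reagent before a 20 min substrate/AmpLite Red step.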
# BCR signal inh – chronic active BCR signaling inhibition; AID 493014; Potency, µM (doses to about 46.1 µM), without a hit: at the top dose ratio change, negative = lower green/red ratio, usual class: inhibitors; ABC-DLBCL IkBa-CBG/CBR reporter, luminescence ratio, 4 h; actives 0.05% (n = 340,000); active = well fitted inhibition curve with a large enough effect in the signal ratio, with a control signal flat, not every such curve was filed as active; inconclusive = small, poorly fitted or top-dose-only effect, or effect the other way, or a change in a side signal; the % refers to the signal ratio;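 note: potency is the fitted concentration of half-maximal effect; plate controls were basal doxycycline-induced cells for no effect and cells given 10 µM MG132 for full effect; MG132 reads +100%, hits lower the ratio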
#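 TMD8 ABC-DLBCL cells carrying doxycycline-inducible green luciferase fused to IkappaBalpha plus unfused red luciferase were exposed to compounds (up to 46 uM) for 4 hrs at 37C. Activity came from the overlap-corrected green/red luminescence ratio.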
# B2AR arrestin – agonists driving beta-arrestin recruitment to human beta2-adrenergic receptor. P07550. beta-arrestin recruitment to beta2AR, cell-based reporter. Potency, µM (doses to about 46.1 µM), inactives show at the highest dose activation, usual class: activators. actives 0.02% (n = 330,000). AID 492947;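 note: potency is the fitted concentration of half-maximal effect; 0% = DMSO controls and full agonism = EC100 isoproterenol or metaproterenol; nearly all actives have a fitted effect of over 65% in size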
# Giardia kill – kills Giardia lamblia. Giardia lamblia trophozoite viability. activity change, % at 7.66 µM, hits read low. actives 0.15% (n = 340,000); in the data active = activity change below about -80%; inconclusive = between about -30% and that limit;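 note: parasites exposed to compound for two days anaerobically before the ATP read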
#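 Each well holds 100 Giardia trophozoites and compound. After two days (48 hrs) at 37 deg C in anaerobic conditions, ATP is quantified by luminescence.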
# PKM2 activator – increases activity of human pyruvate kinase M2; P14618; purified PKM2, Kinase-Glo ATP luminescence, activation; response scale: 0% is enzyme alone, no compound; Potency, µM (series often up to 57.5 µM), inactives show top-dose activation, usual class: activators; actives 0.34% (n = 260,000); note: potency is the fitted concentration of half-maximal effect; nearly all actives have a fitted effect of over 55% in size
#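 ATP formation by purified human PK-M2, quantified via coupled luciferase luminescence after 1 h at room temperature with 0.1 mM ADP and 0.5 mM PEP final.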
# Starred values were filed as active, the others as inactive; ? = inconclusive; / = not tested or not shown; & = joins results of further samples; [ ] = dose if it differs, or a comment. Unless noted, calls come from the whole dose curve; as a rule, active = well fitted curve in the direction sought with a large enough effect; inconclusive = small, poorly fitted or top-dose-only effect, or another doubt; inactive = no such curve, though single readings can be large; an effect the other way counts as inactive or inconclusive. Unless noted, % is set by controls: 0 for no effect and ±100 for the full control effect.
SMILES,hERG WT inh,uPA generation,KCNH2 3.1 block,USP2a block,GALK inh,Eya2 phos inh,FBPA coupling cs,BCR signal inh,B2AR arrestin,Giardia kill,PKM2 activator
CCOc1ccc(C2C(C(=O)OC)=CN(CCOC)C=C2C(=O)OC)cc1,-2,0%,-1,-3%,2%,-22%,-1,-1%,-0.1%,5,8%
O=C(c1ccccc1)c1ccccc1C(=O)c1ccccc1,-6&6,4%&-2%,-26&0,2%&-1%,0%&-3%,-15%&-5%,-7&-8,?,-0.2%&0.1%,5&-1,3%
CCCCCn1c(=O)c(C(=O)OCC)c(O)c2ccccc21,9,2%,0,1%,0%,-6%,-8,?,0.5%,1,12%
CC(C)NC(=O)/C(C#N)=C/c1ccc(N(C)C)o1,-4,2%,-1,?,-1%,15%,-8,-21%,-0.8%,-17,1%
Cc1oc2ccc(O)c(CN(C)C)c2c1C(=O)c1ccccc1,13,3%,0,1%,-3%,4%,7,17%,0.5%,3,-11%
CCCCN(CCCNC(=O)C1CCCN(S(=O)(=O)CC)C1)Cc1ccccc1 (configuration not stated),15,0%,-3,2%,0%,2%,-1,-4%,-0.1%,-6,-7%
COc1ccc(OCC(=O)Nc2cccc(C(=O)Nc3ccccc3C(=O)O)c2)cc1,1,-3%,5,2%,-3%,-1%,2,?,-0.8%,21,-1%
Cc1cccc(NC(=O)CSc2nc(COc3ccccc3)nc3ccccc23)c1C,-6,11%,-3,-1%,7%,12%,5,0%,-0.1%,9,0%
O=C(CSc1nnc(SCc2cccc3ccccc23)s1)N/N=C/c1c[nH]c2ccccc12,3,0%,16,5%,0%,-15%,-6,7%,-0.6%,-6,-4%
Cc1oc2cc(O)cc(O)c2c(=O)c1-c1ccc2c(c1)OCCCO2,-5,2%,-3,-1%,2%,1%,1,?,0.4%,0,0%

# 3 compounds from above, ordered by length of the SMILES, low to high.
SMILES,hERG WT inh,uPA generation,KCNH2 3.1 block,USP2a block,GALK inh,Eya2 phos inh,FBPA coupling cs,BCR signal inh,B2AR arrestin,Giardia kill,PKM2 activator
Cc1oc2cc(O)cc(O)c2c(=O)c1-c1ccc2c(c1)OCCCO2,-5,2%,-3,-1%,2%,1%,1,?,0.4%,0,0%
Cc1cccc(NC(=O)CSc2nc(COc3ccccc3)nc3ccccc23)c1C,-6,11%,-3,-1%,7%,12%,5,0%,-0.1%,9,0%
COc1ccc(OCC(=O)Nc2cccc(C(=O)Nc3ccccc3C(=O)O)c2)cc1,1,-3%,5,2%,-3%,-1%,2,?,-0.8%,21,-1%

# (next part)
SMILES,hERG WT inh,uPA generation,KCNH2 3.1 block,USP2a block,GALK inh,Eya2 phos inh,FBPA coupling cs,BCR signal inh,B2AR arrestin,Giardia kill,PKM2 activator
CCCCC(=O)Nc1nnc(SCC(=O)NCC2CCCO2)s1 (configuration not stated),-1,10%,1,-2%,/,12%,/,?,0.1%,2,/
CSCC[C@H](NS(=O)(=O)c1ccc(C)cc1)C(=O)N1CCC(C(=O)N[C@@H](Cc2ccc(O)cc2)C(=O)O)CC1,2,4%,0,2%,/,8%,2,-16%,-0.6%,18,0%
COc1ccc(CNC(=O)c2cc3ccccc3o2)cc1OC,-4,-1%,11,0%,3%,9%,-1,-5%,-0.7%,2,0%
Cc1ccc(Nc2nc(C)cc(C)c2C(N)=O)cc1,15,0%,-4,-2%,2%,0%,0,?,0.2%,-8,1%
O=C(C1=C(O)C(=O)N(CC2CCCO2)C1c1cccc(Cl)c1)c1ccco1 (configuration not stated),/,-3%,/,4%,-2%,-12%,-13,0%,0.2%,8,0%
COc1ccc([C@]2(C(C)C)ON(c3ccccc3C(F)(F)F)C2=O)cc1,-4,?,-2,-1%,/,-2%,/,?,0.2%,16,/
OC(COc1ccccc1CNCc1cccnc1)CN1CCc2ccccc2C1 (configuration not stated),13,-4%,-8,-5%,2%,0%,0,-6%,0.4%,9,?
CCOC(=O)c1ccc(NC(=S)N2CCC(O)CC2)cc1,-8,2%,-7,1%,1%,3%,4,-2%,-0.3%,-1,-8%
COc1nc(N(C#N)CC(N)=O)nc(N2CCCC2)n1,-2,-9%,4,1%,0%,10%,-1,0%,-0.1%,5,0%
Cc1cc(C)c2c(CC(=O)NCc3ccco3)coc2c1,-8,/,-28,-1%,-3%,1%,1,-3%,0.0%,11,29%
CCOC(=O)c1[nH]c(C)c(C(=O)Nc2ccc(C)c(C)c2)c1C,-6,?,-4,-1%,2%,-21%,1,-9%,0.3%,4,-3%
CC(=O)N(Nc1ccccc1)c1ccccc1,9,0%,13,-1%,-1%,10%,1,?,-1.2%,17,/
O=C(c1ccccc1)c1cncc(Br)c1,-3,6%,6,1%,0%,-5%,1,-6%,-1.0%,-6,1%
FC(F)(F)c1ccc(C2[C@H]3CN(CC4CCCCC4)[C@H](c4ccccc4)C34CC2(c2cccnc2)C4)cc1 (some centres not stated),-24,2%,-4,0%,5%,-8%,-3&0,0%,0.2%,1,-8%&-4%
O=C(N/N=C/c1c(F)c(F)c(F)c(F)c1F)c1cc(-c2ccccc2)nc2ccccc12,-7,5%,6,4%,-2%,-1%,2,?,0.1%,-23,/
O=C1CCCCC1C(Nc1ccc(Cl)cc1)c1ccccc1 (configuration not stated),-5,12%,-9,0%,-2%,9%,-2,-14%,0.2%,-9,-3%
CCCCN(C)C(=O)Cc1c(OC)ccc2cc(Br)ccc12,3,0%,0,1%,0%,-12%,2,2%,-0.5%,-15,-5%
COC(=O)/C(=C/N(C)C)C(=O)N1CCN(c2ccc(Cl)c(Cl)c2)CC1,0,-5%,-1,-1%,-2%,-5%,2,0%,0.0%,-18,-7%
CC(C)CN1CCC(=O)N([C@H](CSc2ccc(Br)cc2)Cc2ccccc2)CC1,/,-7%,/,3%,2%,-11%,-3,0%,0.3%,18,-1%
CC(=O)O/N=C/c1c(C)c(C=O)n2ccccc12,-1,-2%,-4,1%,-1%,-10%,2,-5%,-0.7%,0,-13%
Cc1nc(SCC(=O)N2CCC(Cc3ccccc3)CC2)[nH]c(=O)c1C,0,2%,-1,1%,/,-3%,/,-5%,-0.1%,-4,/
CNC(=O)N(O)C1N(/N=C/c2ccccc2O)C(=S)SC1(C)C (configuration not stated),-2,7%,6,0%,6%,-5%,-5,10%,-0.4%,-11,6%
COC(=O)c1ccc(N2CCOCC2)c(NC(=O)c2ccc3c(c2)OCO3)c1,1,-9%,19,3%,6%,16%,0,-6%,-0.3%,13,/
CCOc1ccc(C(=O)NCc2cccs2)cc1,-5,-6%,-21,0%,5%,6%,0,1%,-0.5%,-3,2%
Cc1ccc(S(=O)(=O)N2CCCC2)cc1C(=O)NCc1ccccn1,5,1%,14,3%,6%,-12%,/,?,0.3%,35[activator],-1%
O=C(CSc1nc2ncccc2[nH]1)NC1CCCC1,22,-7%,15,2%,/,?,1,-8%,-0.1%,2,5%
CCOC(=O)c1c(-c2ccccc2)oc2cc(Br)c(O)cc12,0,-8%,-14,0%,-5%,-5%,4,3%,0.2%,-15,/
CCOC(=O)C1(Cc2ccccc2)CCCN(Cc2ccccn2)C1 (configuration not stated),2,-1%,5,-1%,3%,1%,2,0%,0.1%,-7,1%
S=C(NCc1cccs1)Nc1ccc(Cl)cc1,-2,-3%,-1,0%,3%,6%,3,-1%,0.3%,14,16%
CNC(=O)C(=O)NCC(c1cccs1)S(=O)(=O)c1ccc(C)cc1 (configuration not stated),-15,0%,-7,2%,7%,-9%,-1,0%,1.0%,4,2%
CCCNC(=O)N1CCN(C(c2ccccc2)c2ccccc2)CC1,?,-2%,28,-1%,-6%,5%,/,1%,0.0%,-9,-7%
CC#CC#Cc1cccc(=O)o1,0,5µM*,4,2%,-3%,6%,1,?,-0.9%,20,2%
O=C1C=C(c2cccc(Br)c2)C[C@@H](c2ccc(Cl)cc2)C1,6,13%,-33,3%,/,6%,/,4%,0.2%,9,/
CCn1c(SC(C)C(=O)Nc2ccc(N3CCOCC3)cc2)nnc1-c1ccco1 (configuration not stated),-2,-2%,-12,0%,/,8%,/,7%,0.0%,-25,/
COc1cccc(C2/C(=C(\O)c3ccc4c(c3)OCCO4)C(=O)C(=O)N2Cc2cccnc2)c1 (configuration not stated),-9,-3%,2,3%,-5%,-6%,/,2%,0.1%,2,/
CC(=O)c1cccc(NC(=O)C2CC(=O)N(C3CCCC3)C2)c1 (configuration not stated),3,0%,4,3%,/,3%,/,-8%,-0.2%,-4,/
Cc1nc2c(nnn2Cc2ccccc2)c(=O)n1-c1ccccc1,33,1%,-3,0%,0%,?,0,2%,-0.3%,-17,-2%
O=C(CSc1nnc(CNC(=O)c2ccccc2F)o1)NC1CCCC1,-5,2%,20,-2%,-4%,5%,/,-13%,0.0%,5,/
COc1ccc(-c2ccc(/C=C3/C(=N)N4C(C)=CSC4=NC3=O)o2)c([N+](=O)[O-])c1,0,1%,-1,-1%,/,-4%,0,?,-1.8%,8,0%
CCOC(=O)C(C)NC(=O)C(NC(=O)C1CCC(CC)CC1)C(C)C (configuration not stated),-4,-1%,2,/,3%,/,0,/,/,8,1%
CCOC(=O)c1cccc(NC(=O)CCc2c(C)nc3ncnn3c2C)c1,21,1%,4,-1%,2%,6%,3,?,-0.2%,7,-4%
